Screens as filed in PubChem BioAssay.
CHO-K1 Ca ag – counter-screen for M1 agonists: effect in parental CHO-K1 cells; activation, % at 3 µM; 0.48% of 360,000 active; Fluo-8 calcium fluorescence; scaled to maximal ATP response, vehicle zero; in the data active = activation above about 15%;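 also: untransfected CHO-K1 host cells lacking M1 receptor as counterscreen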
TAAR1 ag – human TAAR1 agonists, primary screen, Fluo-8 calcium fluorescence, CHO RD-HGA16 cells; Trace amine-associated receptor 1 (Homo sapiens), Q96RJ0; vehicle wells 0%, saturating PEA agonist 100%; activation, % at 3 µM; 0.99% of 360,000 active;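 active = activation above the mean activation of all test compounds in the run plus 3 SD, cut at about 38% in these data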
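Test system: RD-HGA16 (CHO) cells co-expressing Gα16 and hTAAR1 / Benchmarks: DMSO vehicle as 0%, PEA at EC100 as 100% / Repeats: no replicates (n 1) / Measure: % activation from peak over basal fluorescence ratio, DMSO-to-PEA scaled / Timing: 17-24 h plating, Fluo-8 75 min 37 °C, 30 min RT / Technique: kinetic Fluo-8 calcium fluorescence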
V1aR counter – agonists of human V1a receptor, primary screen, counter-screen for OXTR agonist project, fluorescence, CHO-V1R cells; Fluo-8 calcium fluorescence, agonist mode; 0% DMSO, 100% 3 nM vasopressin; activation, % at 3 µM; AID 2797, 2010; 0.25% of 320,000 active;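 active = activation above the mean activation of all tested compounds plus 3 SD, per screening run, cut at about 20% in these data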;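 also: signal is peak over basal fluorescence ratio across a 100 second FLIPR read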
Target sequence (P37288 whole entry, looked up): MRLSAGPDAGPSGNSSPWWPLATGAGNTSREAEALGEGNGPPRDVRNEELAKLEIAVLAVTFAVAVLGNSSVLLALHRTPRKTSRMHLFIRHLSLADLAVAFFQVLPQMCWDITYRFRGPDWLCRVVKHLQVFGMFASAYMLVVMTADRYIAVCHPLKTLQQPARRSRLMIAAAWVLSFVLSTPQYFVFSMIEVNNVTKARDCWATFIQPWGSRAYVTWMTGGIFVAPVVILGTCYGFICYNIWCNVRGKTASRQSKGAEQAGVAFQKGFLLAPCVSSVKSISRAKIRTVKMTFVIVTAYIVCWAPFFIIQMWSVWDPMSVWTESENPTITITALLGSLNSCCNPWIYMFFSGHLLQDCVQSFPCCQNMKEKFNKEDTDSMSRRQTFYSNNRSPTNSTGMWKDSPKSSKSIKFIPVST
M1 ag – human M1 muscarinic receptor agonists, primary screen, Fluo-8 calcium fluorescence, CHO-K1 cells, HTS | Muscarinic acetylcholine receptor M1 (Homo sapiens), P11229 | CHO-K1 hM1, agonist mode; 0% DMSO, 100% acetylcholine EC100 | activation, % at 3 µM | 0.33% of 360,000 active | AID 588814, 2011;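 active = activation above the run's mean compound activation plus 3 SD, cut at about 16% in these data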;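 also: peak over basal fluorescence ratio within a 140 s kinetic read after compound addition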
Target sequence (P11229 whole entry, looked up): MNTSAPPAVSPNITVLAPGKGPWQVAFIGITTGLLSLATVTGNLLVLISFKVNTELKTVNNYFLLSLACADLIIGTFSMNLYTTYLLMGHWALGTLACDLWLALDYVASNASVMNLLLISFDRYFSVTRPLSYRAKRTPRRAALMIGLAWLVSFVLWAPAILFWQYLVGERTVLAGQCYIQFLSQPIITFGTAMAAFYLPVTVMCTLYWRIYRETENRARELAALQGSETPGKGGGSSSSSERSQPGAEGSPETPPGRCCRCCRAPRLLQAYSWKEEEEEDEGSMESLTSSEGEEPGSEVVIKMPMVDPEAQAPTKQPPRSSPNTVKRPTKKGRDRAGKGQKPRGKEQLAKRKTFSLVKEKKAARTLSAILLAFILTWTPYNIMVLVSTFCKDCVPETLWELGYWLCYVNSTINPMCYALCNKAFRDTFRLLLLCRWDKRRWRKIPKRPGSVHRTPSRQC
M1 PAM parental – nonselective calcium activators in parental CHO-K1 cells, primary screen, counter-screen for M1 PAM project, cell-based, Fluo-8 calcium fluorescence, full deck, 1536-well | ATP EC20; 0% at ATP EC20, 100% at ATP max | activation, % at 3 µM | 0.02% of 360,000 active | AID 602247, 2012;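 active = activation above the run cutoff, the mean activation of all test compounds plus 3 SD, cut at about 40% in these data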;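 also: peak over basal fluorescence ratio in a 140 s read after ATP addition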
CHO parental Ca – ATP-evoked calcium signal inhibitors, parental CHO, primary screen, counter-screen for OX1R antagonist project, cell-based, fluorescence, Fluo-8 calcium dye | parental CHO-K1, ATP-induced calcium, Fluo-8 fluorescence | inhibition, % at 5.6 µM | 0.63% of 330,000 active;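 active = inhibition above that plate's mean sample inhibition plus 3 SD, cut at about 26% in these data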;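 also: 0% = ATP-challenged DMSO wells and 100% = DMSO wells without ATP; some compounds past the cut are filed as inactive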
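Assay system: parental CHO cells; Read-out basis: percent inhibition of ATP-evoked calcium rise, normalized to controls; Benchmarks: ATP and no-ATP DMSO wells; Compound dosing: single nominal dose of 5.6 µM per compound; Signal: Fluo-8 calcium dye fluorescence; Also added: ATP as calcium-mobilizing challenge; Repeats: singlicate.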
OXTR potentiator – human OXTR potentiators, primary screen, fluorescence, CHO-OTR cells, Fluo-8 calcium; activation, % at 3 µM; Oxytocin receptor (Homo sapiens), P30559; Fluo-8 calcium fluorescence, potentiator mode; 0% = oxytocin EC15, 100% = EC100; AID 2445, 2010; 0.061% of 320,000 active;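 active = activation above that plate's cutoff, the mean activation of tested compounds plus 3 SD, cut at about 6.6% in these data, passing the limit was not always enough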;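 also: 100% uses oxytocin at 75 nM as the full agonist control; some results filed as inactive read as strong as hits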
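Assay system: CHO cell line stably expressing human OTR. Reagent: EC15 oxytocin agonist. Dosing: single dose, 3.0 µM nominal final compound concentration. Timing: compound 6 min at room temperature before oxytocin, 100 s read. Signal: kinetic Fluo-8 calcium fluorescence. Controls: oxytocin EC15 low and EC100 high.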
TAAR1 antag – human TAAR1 antagonists, primary screen, Fluo-8 calcium fluorescence, CHO RD-HGA16 cells; inhibition, % at 3 µM; Trace amine-associated receptor 1 (Homo sapiens), Q96RJ0; antagonist; 1.5% of 360,000 active;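 active = inhibition above a per-plate cutoff, the mean inhibition of test compounds on that plate plus 3 SD, cut at about 49% in these data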;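 also: 0% = DMSO plus EC80 beta-PEA response and 100% = DMSO alone without agonist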
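Material: CHO RD-HGA16 cells bearing hTAAR1; compound dosing: one-point dosing, 3 µM nominal final; schedule: dye loading 75 min at 37 °C, then 30 min room temperature; measured by: calcium fluorescence with Fluo-8; control set: vehicle and agonist controls; replication: n of 1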
CHO-K1 Ca antag – M1 antagonist counterscreen hit in parental CHO-K1 cells; ATP-induced calcium, Fluo-8 fluorescence; inhibition, % at 3 µM; 0.6% of 360,000 active;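 active = inhibition above a per-plate cutoff, the plate's mean sample inhibition plus 3 SD, cut at about 24% in these data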;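 also: 0% = DMSO plus EC80 ATP and 100% = DMSO alone without ATP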
Starred values were filed as active, the others as inactive. Random draw from the library. About 3.3% of those tested had a hit in this group.

Screening Cc1ccc(C2=NN(C(=O)CCl)C(c3ccco3)C2)o1 (configuration not stated) returned CHO-K1 Ca ag -0.2, TAAR1 ag -1, M1 ag -3, M1 PAM parental 6, TAAR1 antag 2 and CHO-K1 Ca antag -7.
For COc1ccc(-c2nc3c(c(SCC(=O)N4CCCC4)n2)COC(C)(C)C3)cc1 the results were CHO-K1 Ca ag 1.0, TAAR1 ag -1, V1aR counter 0.5, M1 ag -4, M1 PAM parental 5, CHO parental Ca -14, OXTR potentiator -4, TAAR1 antag -21 and CHO-K1 Ca antag -7.
Screening Nc1ncnc2nc(-c3ccccc3)[nH]c12 returned CHO-K1 Ca ag -0.1, TAAR1 ag 3, M1 ag -4, M1 PAM parental 5, TAAR1 antag -18 and CHO-K1 Ca antag -7.
`C/C=C/c1ccc(OCC(=O)O)c(OC)c1` gave CHO-K1 Ca ag 1.6, TAAR1 ag 1, V1aR counter 0.3, M1 ag -1, M1 PAM parental 25, CHO parental Ca 2, OXTR potentiator -11, TAAR1 antag -3 and CHO-K1 Ca antag -13.
For COc1ccc(CNC(=O)c2cn(Cc3ccccc3OC)c(=O)s2)cc1 the results were CHO-K1 Ca ag 1.1, TAAR1 ag 1, M1 ag 1, M1 PAM parental 14, TAAR1 antag -3 and CHO-K1 Ca antag 7.
`CCc1ccc(NC(=O)N(CCN(C)C)C(C)c2cccnc2)cc1` (configuration not stated) gave CHO-K1 Ca ag 0.1, TAAR1 ag 0, V1aR counter -0.4, M1 ag -4, M1 PAM parental -6, CHO parental Ca -8, OXTR potentiator -4, TAAR1 antag -5 and CHO-K1 Ca antag 1.
Screening CCOc1ccc2nc(N3CCC(C(=O)N4CCN(c5ncccn5)CC4)CC3)sc2c1 returned CHO-K1 Ca ag 0.7, TAAR1 ag 1, V1aR counter 0.3, M1 ag -3, M1 PAM parental 14, CHO parental Ca 3, OXTR potentiator -4, TAAR1 antag 7 and CHO-K1 Ca antag -11.
`O=C(Cc1ccc(NC(=O)C2CCN(C(=O)C3CC3)CC2)cc1)Nc1cccc(C(=O)N2CCCC2)c1` gave CHO-K1 Ca ag -0.2, TAAR1 ag -1, M1 ag 0, M1 PAM parental 21, TAAR1 antag 4 and CHO-K1 Ca antag -27.
`COc1cc(C2NCCC(=O)C2(C)C)cc(OC)c1OC` (configuration not stated) gave CHO-K1 Ca ag 0.5, TAAR1 ag 0, V1aR counter -0.2, M1 ag -7, M1 PAM parental 17, CHO parental Ca -14, OXTR potentiator 2, TAAR1 antag 4 and CHO-K1 Ca antag -13.
`O=C(CCCn1c(=O)[nH]c2cc(Cl)ccc2c1=O)NC1CCCCCCC1` gave CHO-K1 Ca ag 4.3, TAAR1 ag 0, V1aR counter 0.7, M1 ag -1, M1 PAM parental 5, CHO parental Ca -3, OXTR potentiator -28, TAAR1 antag -1 and CHO-K1 Ca antag -14.
For CC(=O)Nc1cccc(C(=O)NC2CCCc3c2cnn3-c2ccccc2F)c1 (configuration not stated) the results were CHO-K1 Ca ag 2.3, TAAR1 ag 2, V1aR counter 0.7, M1 ag -2, M1 PAM parental 25, CHO parental Ca -6, OXTR potentiator 0, TAAR1 antag -12 and CHO-K1 Ca antag -6.
Screening CC(C)CCNC(=O)c1cccc(Cl)c1 returned CHO-K1 Ca ag -0.1, TAAR1 ag 0, V1aR counter -1.0, M1 ag 11, M1 PAM parental 13, CHO parental Ca -4, OXTR potentiator -4, TAAR1 antag -4 and CHO-K1 Ca antag 10.
CCOc1ccccc1C(=O)Oc1ccc2ccc(=O)oc2c1 was read as CHO-K1 Ca ag 0.0, TAAR1 ag -2, V1aR counter -0.3, M1 ag -8, M1 PAM parental 15, CHO parental Ca -11, OXTR potentiator 2, TAAR1 antag 13 and CHO-K1 Ca antag -3.
For CCCc1ccc(OCC(O)CN2CCN(CCO)CC2)cc1 (configuration not stated) the results were CHO-K1 Ca ag 1.0, TAAR1 ag 0, V1aR counter 0.6, M1 ag -6, M1 PAM parental 15, CHO parental Ca 6, OXTR potentiator -3, TAAR1 antag -16 and CHO-K1 Ca antag -22.
Screening CCCNC(=O)/C=C/c1ccc(C(C)C)cc1 returned CHO-K1 Ca ag 0.3, TAAR1 ag -1, V1aR counter 0.0, M1 ag -5, M1 PAM parental 9, CHO parental Ca -7, OXTR potentiator -4, TAAR1 antag -3 and CHO-K1 Ca antag -19.
Screening COc1ccc(NC(=O)C2c3ccccc3OCC(=O)N2CCc2ccccc2)cc1 (configuration not stated) returned CHO-K1 Ca ag 1.5, TAAR1 ag 1, M1 PAM parental 22, TAAR1 antag -4 and CHO-K1 Ca antag -19.
Screening COc1cc2c(=O)n(CC3CCCO3)c(=O)n(CC(=O)Nc3ccc(F)cc3F)c2cc1OC (configuration not stated) returned CHO-K1 Ca ag 0.5, TAAR1 ag 2, V1aR counter 1.2, M1 ag 1, M1 PAM parental 20, CHO parental Ca -10, OXTR potentiator -2, TAAR1 antag 5 and CHO-K1 Ca antag -11.
For CCCCc1[nH]c(=O)c(C#N)c2c1CCCC2 the results were CHO-K1 Ca ag 0.2, TAAR1 ag 8, V1aR counter -0.1, M1 ag -4, M1 PAM parental 16, CHO parental Ca -3, OXTR potentiator 1, TAAR1 antag 4 and CHO-K1 Ca antag -9.
FC(F)(F)c1ccnc(NCc2ccco2)n1 was read as CHO-K1 Ca ag -0.2, TAAR1 ag 5, V1aR counter -0.2, M1 ag -4, M1 PAM parental -16, CHO parental Ca -5, OXTR potentiator -3, TAAR1 antag 9 and CHO-K1 Ca antag 1.
For COc1ccc(NC(=O)CN(C)C(=O)CCNC(=O)Nc2ccccc2)cc1 the results were CHO-K1 Ca ag 0.7, TAAR1 ag 9, M1 ag -4, M1 PAM parental 3, TAAR1 antag -20 and CHO-K1 Ca antag -4.
For O=C(CSc1nnc(-c2ccco2)n1-c1ccccc1)NCc1ccc2c(c1)OCO2 the results were CHO-K1 Ca ag 0.6, TAAR1 ag 3, V1aR counter 0.5, M1 ag -7, M1 PAM parental -1, CHO parental Ca -19, OXTR potentiator -4, TAAR1 antag 11 and CHO-K1 Ca antag -3.
Screening CCCn1nc([N+](=O)[O-])c(C(C#N)c2nc3ccccc3s2)c(Cl)c1=O (configuration not stated) returned CHO-K1 Ca ag 7.6, TAAR1 ag 1, V1aR counter 4.1, M1 ag -2, M1 PAM parental 6, CHO parental Ca 1, OXTR potentiator -8, TAAR1 antag -5 and CHO-K1 Ca antag 4.
Screening Cc1sc2nc(CN3CCOCC3)nc(NCCc3ccccc3)c2c1C returned CHO-K1 Ca ag 1.9, TAAR1 ag 7, V1aR counter -0.8, M1 ag -7, M1 PAM parental 20, CHO parental Ca -24, OXTR potentiator -5, TAAR1 antag 20 and CHO-K1 Ca antag -8.
`COc1cc(C(=O)O)c2c(c1C)OC(=O)c1c(C)cc(O)c(C=O)c1O2` gave CHO-K1 Ca ag 0.1, TAAR1 ag 0, V1aR counter -0.1, M1 ag -5, M1 PAM parental -5, CHO parental Ca -5, OXTR potentiator -1, TAAR1 antag 9 and CHO-K1 Ca antag 8.
For O=c1cc(CCl)nc2sc3ccccc3n12 the results were CHO-K1 Ca ag 0.2, TAAR1 ag 2, V1aR counter 0.3, M1 ag -8, M1 PAM parental 10, CHO parental Ca -3, OXTR potentiator -16, TAAR1 antag -23 and CHO-K1 Ca antag -11.
COc1ccc(S(=O)(=O)N2CCC(C(=O)NCCCn3ccnc3)CC2)cc1C was read as CHO-K1 Ca ag -0.1, TAAR1 ag 1, V1aR counter 1.0, M1 ag -10, M1 PAM parental 20, CHO parental Ca 6, OXTR potentiator 0, TAAR1 antag -17 and CHO-K1 Ca antag -21.
`O=c1c(Cl)c(NCc2ccccc2)cnn1C12CC3CC(CC(C3)C1)C2` gave CHO-K1 Ca ag 0.4, TAAR1 ag 8, V1aR counter 0.6, M1 ag -7, M1 PAM parental 16, CHO parental Ca -16, OXTR potentiator 5, TAAR1 antag 1 and CHO-K1 Ca antag 5.
`CCOC(=O)Cc1cc(=O)[nH]n(-c2ccccc2)c1=O` gave CHO-K1 Ca ag 0.8, TAAR1 ag 6, M1 ag 2, M1 PAM parental 20, TAAR1 antag -16 and CHO-K1 Ca antag -18.
For Cc1ccc(CNS(=O)(=O)c2cc3c4c(c2)C(C)C(=O)N4CCC3)cc1 (configuration not stated) the results were CHO-K1 Ca ag 1.4, TAAR1 ag 0, V1aR counter -0.4, M1 ag -3, M1 PAM parental 6, CHO parental Ca 10, OXTR potentiator -9, TAAR1 antag -16 and CHO-K1 Ca antag -5.

For reference, part of the list above.
For O=C(CSc1nnc(-c2ccco2)n1-c1ccccc1)NCc1ccc2c(c1)OCO2 the results were CHO-K1 Ca ag 0.6, TAAR1 ag 3, V1aR counter 0.5, M1 ag -7, M1 PAM parental -1, CHO parental Ca -19, OXTR potentiator -4, TAAR1 antag 11 and CHO-K1 Ca antag -3.
Screening CCCn1nc([N+](=O)[O-])c(C(C#N)c2nc3ccccc3s2)c(Cl)c1=O (configuration not stated) returned CHO-K1 Ca ag 7.6, TAAR1 ag 1, V1aR counter 4.1, M1 ag -2, M1 PAM parental 6, CHO parental Ca 1, OXTR potentiator -8, TAAR1 antag -5 and CHO-K1 Ca antag 4.
Screening Cc1sc2nc(CN3CCOCC3)nc(NCCc3ccccc3)c2c1C returned CHO-K1 Ca ag 1.9, TAAR1 ag 7, V1aR counter -0.8, M1 ag -7, M1 PAM parental 20, CHO parental Ca -24, OXTR potentiator -5, TAAR1 antag 20 and CHO-K1 Ca antag -8.
`COc1cc(C(=O)O)c2c(c1C)OC(=O)c1c(C)cc(O)c(C=O)c1O2` gave CHO-K1 Ca ag 0.1, TAAR1 ag 0, V1aR counter -0.1, M1 ag -5, M1 PAM parental -5, CHO parental Ca -5, OXTR potentiator -1, TAAR1 antag 9 and CHO-K1 Ca antag 8.
